influenza NS1A: H1N1 influenza NS1A inhibitors, functional cell based assay (AID 504329); NS1A functional cell-based assay, percent inhibition; higher % means a stronger effect; actives 0.3% (n = 340,000); inhibition, % at 12.5 µM; hits with a dose series show IC50 in µM; in the data active means a potency from the dose series; inconclusive means inhibition above about 27% without an active follow-up result; further: strong numbers were not always called active
Salmonella PhoP GFP: Inhibition of PhoP regulon, Salmonella typhi GFP reporter cells, confirmation, 4 h (AID 1850). Salmonella Typhi PhoP-promoter GFP reporter, fluorescence, 4 h; higher % means a stronger effect. one-dose inhibition, % at 50 µM; IC50 in µM for titrated hits. actives 0.33% (n = 310,000); in the data active means a potency from the dose series; inconclusive means inhibition mostly from about 25% at the one dose, without a potency; inactive means the rest, 99 in 100 with inhibition below about 19%;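 further: 0% = induced wells with vehicle and 100% = uninduced wells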
tuberculosis growth: growth inhibition of non-replicating M. tuberculosis (AID 488890). Mycobacterium tuberculosis non-replicating, growth inhibition; higher % means a stronger effect. inhibition, % at 25 µM, or IC50 in µM where a hit was titrated. actives 0.39% (n = 320,000); in the data active means a potency from the dose series; inconclusive means inhibition mostly from about 82% at the one dose, without a potency; inactive means the rest, 99 in 100 with inhibition below about 76%;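 further: plate controls were DMSO cells for no effect and high antibiotic wells for full effect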
inhibitors of VEEV: inhibitors of VEEV TC-83 cytopathic effect, confirmation, Vero cells (AID 588727). Vero cells, VEEV TC-83 cytopathic effect inhibition; higher % means a stronger effect. one-dose inhibition, % at 20 µM; IC50 in µM for titrated hits. actives 0.13% (n = 350,000); in the data active means a potency from the dose series; inconclusive means inhibition mostly from about 14% at the one dose, without a potency; inactive means the rest, 99 in 100 with inhibition below about 12%; further: strong numbers were not always called active
H37Rv inhibition: M. tuberculosis growth inhibition, HTS (AID 449762). inhibition, % at 25 µM; hits with a dose series show IC50 in µM. M. tuberculosis H37Rv growth inhibition, 7H9 media; higher % means a stronger effect. actives 0.59% (n = 330,000); in the data active means a potency from the dose series; inconclusive means inhibition above about 70% without an active follow-up result;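 further: bacterial growth assessed after seven days of incubation; strong numbers were not always called active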
inhibitors of VEEV 10K pilot screen: second read-out of inhibitors of VEEV, no call of its own (marks repeat the call); inhibition, %; measured here: 10K pilot screen inhibition
The depositor's hits bear a star; i = inactive; ? = inconclusive; . = no result given.

SMILES	influenza NS1A	Salmonella PhoP GFP	tuberculosis growth	inhibitors of VEEV	H37Rv inhibition	others
Cc1ccsc1/C=N/NC(=O)c1nnn(-c2nonc2N)c1-c1ccccc1	4%	9%	-1%	2.0%	4%
O=C(Nc1ncc(S(=O)(=O)c2ccc([N+](=O)[O-])cc2)s1)c1cccnc1	1%	10%	?	0.6%	10%
Cc1ccccc1NC(=O)C1CCC(=O)N1 (stereo not drawn)	17%	-2%	2%	1.6%	4%
Cc1c(N=Nc2c(O)n(C)c(=O)n(C)c2=O)c(=O)n(-c2ccccc2)n1C	4%	-6%	-2%	1.0%	-9%
Cc1ccc(NC(=O)Cc2ncon2)cc1Cl	-3%	4%	-4%	1.6%	11%
Cc1cc(C)c(NC(=S)NC(=O)c2c(Cl)c(C)nn2C)c([N+](=O)[O-])c1	0%	0%	48%	0.1%	-6%
COC(=O)c1ccc(CN2CCCC(CNC(=O)Cc3ccc(OC)cc3)C2)cc1 (stereo not drawn)	6%	3%	-6%	i	-3%
COc1cccc(C(=O)Nc2sc(C(C)C)cc2C(N)=O)c1OC	-12%	12%	28%	7.2%	?
CC(C)Cn1c(N)c(C(=O)CSc2ncccn2)c(=O)n(C)c1=O	0%	-3%	-2%	5.9%	-6%
CCSc1nnc(-c2ccncc2)n1Cc1ccccc1	5%	1%	-3%	1.1%	-2%
Cc1ccc(CNC(=O)c2sc3nc4c(c(C(F)(F)F)c3c2N)CCC4)cc1	-4%	0%	60%	i	36µM*
C/C(=N/O)c1ccc(Oc2cnccn2)cc1	-10%	-1%	9%	1.6%	-3%
NS(=O)(=O)c1ccc(Cl)c(C(=O)Nc2ccccc2[N+](=O)[O-])c1	-1%	-15%	-3%	1.0%	1%
O=C1CN(c2nc3nonc3nc2N2CCCCC2)CCN1	-3%	-7%	-26%	i	3%
S=c1[nH]nc(COc2ccc3ccccc3c2)o1	2%	3%	39%	2.4%	-2%
C/C(=N\NC(=O)c1ccccc1[N+](=O)[O-])c1ccc(Br)s1	10%	-9%	-7%	1.2%	5%
O=C(Cc1ccccc1Cl)NC1(O)C(=O)c2ccccc2C1=O	.	0%	7%	2.2%	5%
CCCn1c(/N=C/c2ccc3c(c2)OCO3)nc2ccccc21	24%	0%	2%	0.8%	6%
CCOC(=O)CNC(=O)c1sc(NC(=O)c2cccc(F)c2)nc1C	10%	-1%	10%	1.1%	-11%
CCOc1ccc(C(=O)NCC(=O)NCC(c2cccs2)N2CCOCC2)cc1 (stereo not drawn)	-10%	-9%	3%	6.1%	1%

Overlap with the part before: four compounds; new compounds follow.
SMILES	influenza NS1A	Salmonella PhoP GFP	tuberculosis growth	inhibitors of VEEV	H37Rv inhibition	others
O=C(Cc1ccccc1Cl)NC1(O)C(=O)c2ccccc2C1=O	.	0%	7%	2.2%	5%
CCCn1c(/N=C/c2ccc3c(c2)OCO3)nc2ccccc21	24%	0%	2%	0.8%	6%
CCOC(=O)CNC(=O)c1sc(NC(=O)c2cccc(F)c2)nc1C	10%	-1%	10%	1.1%	-11%
CCOc1ccc(C(=O)NCC(=O)NCC(c2cccs2)N2CCOCC2)cc1 (stereo not drawn)	-10%	-9%	3%	6.1%	1%
O=C1OC(Nc2ccc(Br)cc2F)c2ccccc21 (stereo not drawn)	1%	2%	1%	2.6%	0%
N#C/C(=C\c1ccc(Oc2ccc(C(F)(F)F)cc2[N+](=O)[O-])cc1)c1nc2ccccc2[nH]1	-22%	0%	-3%	i	-2%
CCOC(=O)N1CCN(C(=O)/C(=C/c2ccc(OC)cc2)NC(=O)c2ccccc2)CC1	6%	1%	21%	0.6%	2%
CCOC(=O)c1c(C)c(-c2ccccc2)n(CC(=O)NCCC(C)C)c1C	33%	2%	6%	0.3%	4%
CC(C)Cn1c(N)c(C(=O)COC(=O)c2ccc(Cl)cc2)c(=O)n(C)c1=O	12%	2%	41%	7.7%	-6%
O=C(NCc1ccco1)Nc1ccc2nsnc2c1	0%	-14%	30%	0.3%	0%
O=C(c1ccc(Cn2cc(Cl)cn2)cc1)N1CCN(c2ccccc2)CC1	-2%	-4%	12%	1.2%	-6%
COC(CNC(=O)c1c[nH]c2ccc(S(=O)(=O)N3CCOCC3)cc2c1=O)OC	12%	9%	1%	0.5%	-4%
Cn1c(CN2CCCCC2)nc2cc(NC(=O)c3ccccc3)ccc21	6%	4%	5%	3.4%	-2%
CCOc1ccc(NC(=O)CCCOc2cc(=O)n(C)c3ccccc23)cc1	1%	-10%	-7%	3.6%	-13%
CC(C)NC(=O)c1ccccc1NC(=O)C1COc2ccccc2O1 (stereo not drawn)	1%	4%	-5%	1.1%	0%
CC(=O)Nc1ccc(C(C#N)c2ccccc2)cc1 (stereo not drawn)	-19%	-4%	-2%	1.8%	4%
CCCCOC(=O)c1ccc(NC(c2ccc(C)cc2)P(=O)(OC)OC)cc1 (stereo not drawn)	-3%	-5%	15%	0.2%	12%
CSCCC(NC(=O)c1ccco1)C(=O)N1CCN(Cc2ccccc2)CC1 (stereo not drawn)	1%	-5%	-6%	0.8%	-5%
Nc1ccc(-c2cc(N)n(-c3ccccc3)n2)cc1	1%	-9%	16%	0.3%	5%	inhibitors of VEEV 10K pilot screen=0.8
COc1ccc(C(=O)NC2CCCc3c2cnn3-c2ccccc2F)o1 (stereo not drawn)	-53%	0%	-1%	2.9%	-6%
COc1cc(F)c(C2=CC(=O)C[C@H](c3ccc4c(c3)OCO4)C2)cc1F	7%	.	1%	0.1%	-3%
COCCNc1oc(COc2cccc(C)c2)nc1C#N	2%	-1%	11%	1.8%	-8%
COC(=O)c1c(S(C)(=O)=O)nc(-c2ccccc2)[nH]c1=O	0%	-7%	58%	i	10%
CC(=O)Oc1cccc(N2C(=O)C3C4C=CC(CC4)C3C2=O)c1 (stereo not drawn)	1%	-11%	-7%	0.7%	-2%
CC(=O)c1c(Cl)nc2cccc3c2c1-c1ccccc1C3=O	9%	-6%	-18%	0.4%	-1%
CCN(C(=O)c1cccc(S(=O)(=O)N2CCc3ccccc32)c1)C1CCS(=O)(=O)C1 (stereo not drawn)	-7%	.	15%	i	-16%
CC(=O)c1ccc(NC(=O)CSc2nnc(Cn3cnc4ccccc43)o2)cc1	10%	1%	1%	0.9%	0%
OC(CNC1CCCC1)COc1ccc(-c2ccccc2)cc1 (stereo not drawn)	11%	15%	64%	i	0%
CCOc1cc(/C=C(/NC(C)=O)C(=O)O)cc(Cl)c1OCc1cccc(Br)c1	-1%	-6%	6%	0.2%	-8%
COc1ccc(C(=O)NC(=S)Nc2cccnc2)cc1Cl	-1%	14%	9%	4.3%	1%
CC1(C)CC(=O)C(C=NCCN2CCOCC2)=C(O)C1	1%	-10%	7%	0.1%	10%
COC(=O)c1cc2sccc2n1Cc1ccc(C)cc1	4%	1%	6%	i	-10%	inhibitors of VEEV 10K pilot screen=1.8
COC(=O)/C(C#N)=C/c1c(Oc2cccc(C)c2C)nc2ccccn2c1=O	-16%	13%	-14%	4.4%	-5%
CCOC(CCNC(=O)c1cc(-c2cccs2)nc2ccccc12)OCC	-9%	-2%	7%	8.5%	3%
CCNC(=O)COC(=O)C1CCN(S(=O)(=O)c2ccc3c(c2)OCCO3)CC1	-5%	-6%	-12%	1.6%	2%
CC1=CCC(Cc2nc3ccccc3o2)C1(C)C (stereo not drawn)	-3%	-13%	-4%	i	-10%
Cc1cccc(NC(=O)C2CCN(c3nccc(C)n3)CC2)c1	-2%	-11%	11%	2.8%	4%	inhibitors of VEEV 10K pilot screen=0.8
CC(C)OC(=O)CSc1nnc(-c2ccc(Cl)cc2Cl)n1N	5%	.	37%	0.8%	5%
COCCN1CCC(CO)C1 (stereo not drawn)	-3%	.	.	1.4%	.
NC(=O)c1nsc(C(=O)N(c2cccc(F)c2)C(C(=O)NCC2CCCO2)c2cccs2)c1N (stereo not drawn)	-8%	-1%	10%	11%	13%
CCCc1cc(=O)oc2cc(OCC(=O)NCC3CCC(C(=O)O)CC3)ccc12 (stereo not drawn)	-2%	-7%	-12%	0.5%	-5%
COc1ccc(N2CCN(CC(=O)c3ccc(O)c(C)c3O)CC2)cc1	-2%	6%	19%	1.6%	5%
CC1CC(C)CN(C(=O)C(C)N2CCN(S(=O)(=O)c3ccccc3F)CC2)C1 (stereo not drawn)	2%	.	-8%	2.2%	-6%
CCC(C)[C@H](NC(=O)[C@@H]1Cc2c([nH]c3ccccc23)C2c3ccccc3C(=O)N21)C(=O)N1CCC[C@@H]1C(=O)O (stereo partly drawn)	0%	8%	-2%	0.9%	-6%
Cn1c(=O)c2c(nc(N3CCCCC3)n2CCNC2=NCCC2)n(C)c1=O	-24%	-1%	3%	1.6%	8%
Cc1ccc(NC(=O)CN2C(=O)COc3ccc(S(=O)(=O)N4CCCC4)cc32)cc1C	-1%	10%	28%	3.8%	1%
Cc1nnc(N/N=C/C2CC=CCC2)[nH]c1=O (stereo not drawn)	-21%	5%	-1%	0.4%	-1%
Cc1cccc(C(=O)Nc2ccc(S(=O)(=O)Nc3nc(C)cc(C)n3)cc2)c1	-4%	-9%	30%	1.8%	6%
CNC(=O)NC(=O)COC(=O)/C=C/c1cccc(Br)c1	-10%	-3%	39%	1.7%	4%
CSc1cc(-c2ccc(Cl)cc2)c(C(=O)N2CCCC2)s1	-3%	-6%	4%	1.2%	7%
CSc1ccccc1C(=O)N1CCC(CCC(=O)NC2CC2)CC1	-3%	8%	-13%	0.4%	1%
CC1(c2ccccc2)NC(=O)N(CC(=O)NNC(=O)c2ccccc2F)C1=O (stereo not drawn)	0%	.	.	4.0%	.
CC(=O)Nc1ccc(S(=O)(=O)N(CC(=O)NC2CC2)Cc2ccccc2)cc1	-7%	.	-8%	2.7%	-11%
CC(C)NC(=O)C(OC(=O)c1ccccc1)C(OC(=O)c1ccccc1)C(=O)O (stereo not drawn)	-1%	-11%	-14%	1.5%	.
CCc1ccc(C)[n+](CC(=O)c2cccs2)c1	6%	16%	-9%	0.4%	0%
O=C(COc1ccc(Cl)cc1Cl)Nc1ccccn1	7%	-5%	77%	3.5%	?
O=C(Nc1nnc(CCN2CCCCC2)s1)c1ccccc1	13%	-20%	-10%	1.3%	-1%
CC1(CC(=O)N/N=C/c2ccc(-c3ccc(C(=O)O)cc3)o2)OCCO1	-6%	6%	0%	1.5%	1%
C=CCn1c(SCc2nc3sc(C(=O)O)c(C)c3c(=O)[nH]2)nnc1-c1ccccc1	9%	-4%	-1%	0.8%	-2%
CC(C)NC(=O)C(c1ccc(F)cc1)N(C(=O)CCC(=O)Nc1ccccn1)C1CCCC1 (stereo not drawn)	9%	5%	-13%	i	-11%
Cc1noc(C)c1C(=O)NCCc1ccc(S(N)(=O)=O)cc1	14%	3%	-4%	0.3%	-20%
CN(CCn1ccnc1)Cc1cn(Cc2ccccc2)nc1-c1ccc2c(c1)OCO2	3%	9%	21%	i	-7%
CCOCCn1c(-c2ccccc2)nc2ccccc21	.	1%	20%	0.3%	-6%
O=C1C=C(c2cccc(O)c2)C[C@@H](c2ccc(F)cc2)C1	0%	.	-6%	0.8%	?

As a short view, part of the list above:
SMILES	influenza NS1A	Salmonella PhoP GFP	tuberculosis growth	inhibitors of VEEV	H37Rv inhibition	others
CC(C)NC(=O)C(c1ccc(F)cc1)N(C(=O)CCC(=O)Nc1ccccn1)C1CCCC1 (stereo not drawn)	9%	5%	-13%	i	-11%
Cc1noc(C)c1C(=O)NCCc1ccc(S(N)(=O)=O)cc1	14%	3%	-4%	0.3%	-20%
CN(CCn1ccnc1)Cc1cn(Cc2ccccc2)nc1-c1ccc2c(c1)OCO2	3%	9%	21%	i	-7%
CCOCCn1c(-c2ccccc2)nc2ccccc21	.	1%	20%	0.3%	-6%
O=C1C=C(c2cccc(O)c2)C[C@@H](c2ccc(F)cc2)C1	0%	.	-6%	0.8%	?

(continued)
SMILES	influenza NS1A	Salmonella PhoP GFP	tuberculosis growth	inhibitors of VEEV	H37Rv inhibition	others
CCCCCCNCc1ccc(Br)cc1	-2%	-7%	67%	0.3%	-8%
COC(=O)c1sccc1NC(=O)c1ccc(C#N)cc1	-15%	-4%	-13%	i	-8%
Cc1ccc(NC(=O)COC(=O)c2ccc([N+](=O)[O-])s2)c(C)c1	6%	-12%	?	i	?
CCN(CC)CCNC(=O)c1ccc(NC(=O)c2cc(S(=O)(=O)N3CCCCC3)ccc2N2CCOCC2)cc1	-4%	.	.	0.9%	.
O=C(CCC(=O)N1CC2C[C@@H](C1)Cn1c2cccc1=O)NCCc1ccccc1F	12%	-6%	-5%	0.1%	-9%
